From PubChem BioAssay
Growth percent in the NCI-60 one-dose screen (48 h, 10 µM unless noted): 100 = growth as untreated, 0 = no growth, -100 = all killed.
OVCAR-3: OVCAR-3 ovarian cancer; AID 1794787; 79,000 tested, 7% active
IGROV1: IGROV1 ovarian cancer; AID 1794786; 79,000 tested, 4.7% active
SN12C: SN12C renal cancer cells. 81,000 tested, 3.8% active
NCI-H226: NCI-H226 lung cancer; 79,000 tested, 3.5% active; AID 1794732
NCI-H23: NCI-H23 lung cancer | 80,000 tested, 4% active | AID 1794731
OVCAR-4: OVCAR-4 ovarian cancer cells. 80,000 tested, 3.7% active. AID 1794784
SK-OV-3: SK-OV-3 ovarian cancer cells; 80,000 tested, 3.2% active
NCI/ADR-RES: NCI/ADR-RES ovarian cells; 81,000 tested, 4.4% active; AID 1794790
OVCAR-5: OVCAR-5 ovarian cancer; 82,000 tested, 2.9% active
* marks the source's active call; other numbers are inactive results; · = no result given; & = joins results of further samples; [ ] = another dose, or the depositor's remark. The calls were made as follows: active = growth percent below 10; inactive = the rest.

Start of the data: the first 2 compounds, to show the layout:
SMILES	OVCAR-3	IGROV1	SN12C	NCI-H226	NCI-H23	OVCAR-4	SK-OV-3	NCI/ADR-RES	OVCAR-5
CCNC(COC(=O)c1ccc([N+](=O)[O-])cc1)C1CCCCC1 (stereo not given)	121	124	87	100	106	108	110	107	107
C/C(CCC(=O)O)=N\NC(N)=O	119	136	107	96	104	117	103	111	101

The listing, repeating the preview:
SMILES	OVCAR-3	IGROV1	SN12C	NCI-H226	NCI-H23	OVCAR-4	SK-OV-3	NCI/ADR-RES	OVCAR-5
CCNC(COC(=O)c1ccc([N+](=O)[O-])cc1)C1CCCCC1 (stereo not given)	121	124	87	100	106	108	110	107	107
C/C(CCC(=O)O)=N\NC(N)=O	119	136	107	96	104	117	103	111	101
COc1ccc2c(C3NNC(=S)N3)cc(=O)oc2c1 (stereo not given)	111	91	98	99	96	107	101	104	104
CCN(CC)CCOC(=O)Nc1cc(Cl)cc(Cl)c1	96	102	89	89	103	106	105	98	106
COc1cc(/C=C2\SC(N3CCCCC3)=NC2=O)ccc1OCCCOc1ccc(/C=C2\SC(N3CCCCC3)=NC2=O)cc1OC	91	100	94	84	100	98	118	72	87
CC(=O)Nc1nc2c(s1)Nc1cc(Cl)c(Cl)cc1NC2=O	109	108	101	102	95	105	104	100	117
O=S(=O)(c1ccc(NC(=S)NC23CC4CC(CC(C4)C2)C3)cc1)N1CCCCC1	5.7*	94	97	·	96	86	106	88	94
CCCSc1cc(Cl)nc(N)n1	98	120	122	113	109	103	122	120	94
Cc1cccc(NC(=O)Oc2ccc(Cl)cc2C(=O)c2ccccc2)c1	96	111	88	97	103	103	119	106	98
O=C(NCn1c(=O)[nH]c2ccccc2c1=O)Nc1nc2ccccc2s1	73	39	38	79	49	14	76	99	71
Cc1ccc(S(=O)(=O)OC2C(C)(C)C(OS(=O)(=O)c3ccc(C)cc3)C2(C)C)cc1 (stereo not given)	105	109	102	107	99	112	113	104	105
CCN1CCN(CCC(=O)Nc2cccc(-n3cc(-c4ccncc4)c(-c4ccc(Cl)c(OC)c4)n3)c2)CC1	7.4*	47	39	65	32	43	39	15	38
O=[N+]([O-])c1ccc2c(c1)-c1ccccc1/C2=N\O	99	105	91	99	91	93	96	95	104
Cc1ccc2nc(N=C(N)N)[nH]c2c1	119	127	102	92	106	111	107	112	89
CC/C(Cc1ccccc1)=C(\c1ccc(OCCN2CCCCC2)cc1)c1ccc(OC(C)=O)cc1	100	86	94	90	98	109	100	96	99
C#Cc1cccc(NC(=O)c2ccc(NC(=O)C=C)cc2)c1	71[8.25 µM]	71[8.25 µM]	67[8.25 µM]	88[8.25 µM]	99[8.25 µM]	89[8.25 µM]	97[8.25 µM]	74[8.25 µM]	87[8.25 µM]
CCOC(=O)N1CCCC1=O	111	102	99	105	94	102	118	93	92
CCC1(N)COC(c2ccccc2)OC1 (stereo not given)	106	94	106	107	110	121	95	107	107
Cc1c2n(c3ccccc13)Cc1cnnn1C(C(=O)c1ccc(O)cc1)=C2	98	64	92	97	89	89	98	96	100
CC1C/C(=C\c2ccc(N)cc2)C(=O)O1 (stereo not given)	119	126	106	104	109	113	115	111	109
CCCN(CCC)CCCOC(=O)c1ccc(N)cc1	103	113	103	100	97	107	107	104	·
CCCc1cc(=O)[nH]c(=S)[nH]1	119	117	101	91	103	102	117	104	·
Nc1nc(N)c2[nH]c(=S)[nH]c2n1	121	108	116	121	101	105	99	112	131
O=C(Nc1cccc(Cl)c1)Nc1nc2ccc(-c3ccsc3)cc2s1	77	86	81	70	65	72	82	66	82
c1ccc(NN(Cc2ccncc2)c2ccccc2)cc1	90	111	98	100	99	92	103	103	98

Shown in markdown: 17 of the compounds above
| molecule | OVCAR-3 | IGROV1 | SN12C | NCI-H226 | NCI-H23 | OVCAR-4 | SK-OV-3 | NCI/ADR-RES | OVCAR-5 |
| --- | --- | --- | --- | --- | --- | --- | --- | --- | --- |
| CCNC(COC(=O)c1ccc([N+](=O)[O-])cc1)C1CCCCC1 (stereo not given) | 121 | 124 | 87 | 100 | 106 | 108 | 110 | 107 | 107 |
| C/C(CCC(=O)O)=N\NC(N)=O | 119 | 136 | 107 | 96 | 104 | 117 | 103 | 111 | 101 |
| COc1ccc2c(C3NNC(=S)N3)cc(=O)oc2c1 (stereo not given) | 111 | 91 | 98 | 99 | 96 | 107 | 101 | 104 | 104 |
| CCN(CC)CCOC(=O)Nc1cc(Cl)cc(Cl)c1 | 96 | 102 | 89 | 89 | 103 | 106 | 105 | 98 | 106 |
| COc1cc(/C=C2\SC(N3CCCCC3)=NC2=O)ccc1OCCCOc1ccc(/C=C2\SC(N3CCCCC3)=NC2=O)cc1OC | 91 | 100 | 94 | 84 | 100 | 98 | 118 | 72 | 87 |
| CC(=O)Nc1nc2c(s1)Nc1cc(Cl)c(Cl)cc1NC2=O | 109 | 108 | 101 | 102 | 95 | 105 | 104 | 100 | 117 |
| O=S(=O)(c1ccc(NC(=S)NC23CC4CC(CC(C4)C2)C3)cc1)N1CCCCC1 | 5.7* | 94 | 97 | · | 96 | 86 | 106 | 88 | 94 |
| CCCSc1cc(Cl)nc(N)n1 | 98 | 120 | 122 | 113 | 109 | 103 | 122 | 120 | 94 |
| Cc1cccc(NC(=O)Oc2ccc(Cl)cc2C(=O)c2ccccc2)c1 | 96 | 111 | 88 | 97 | 103 | 103 | 119 | 106 | 98 |
| O=C(NCn1c(=O)[nH]c2ccccc2c1=O)Nc1nc2ccccc2s1 | 73 | 39 | 38 | 79 | 49 | 14 | 76 | 99 | 71 |
| Cc1ccc(S(=O)(=O)OC2C(C)(C)C(OS(=O)(=O)c3ccc(C)cc3)C2(C)C)cc1 (stereo not given) | 105 | 109 | 102 | 107 | 99 | 112 | 113 | 104 | 105 |
| CCN1CCN(CCC(=O)Nc2cccc(-n3cc(-c4ccncc4)c(-c4ccc(Cl)c(OC)c4)n3)c2)CC1 | 7.4* | 47 | 39 | 65 | 32 | 43 | 39 | 15 | 38 |
| O=[N+]([O-])c1ccc2c(c1)-c1ccccc1/C2=N\O | 99 | 105 | 91 | 99 | 91 | 93 | 96 | 95 | 104 |
| Cc1ccc2nc(N=C(N)N)[nH]c2c1 | 119 | 127 | 102 | 92 | 106 | 111 | 107 | 112 | 89 |
| CC/C(Cc1ccccc1)=C(\c1ccc(OCCN2CCCCC2)cc1)c1ccc(OC(C)=O)cc1 | 100 | 86 | 94 | 90 | 98 | 109 | 100 | 96 | 99 |
| C#Cc1cccc(NC(=O)c2ccc(NC(=O)C=C)cc2)c1 | 71[8.25 µM] | 71[8.25 µM] | 67[8.25 µM] | 88[8.25 µM] | 99[8.25 µM] | 89[8.25 µM] | 97[8.25 µM] | 74[8.25 µM] | 87[8.25 µM] |
| CCOC(=O)N1CCCC1=O | 111 | 102 | 99 | 105 | 94 | 102 | 118 | 93 | 92 |

(cont.)
SMILES	OVCAR-3	IGROV1	SN12C	NCI-H226	NCI-H23	OVCAR-4	SK-OV-3	NCI/ADR-RES	OVCAR-5
Cc1nc2ccccc2c(/C=C/c2ccc(Br)cc2)c1C(=O)c1ccccc1	91	91	92	87	81	79	96	78	91
C=COC=O	107	110	102	90	95	91	102	100	102
CC(=O)Nc1nnc(S(N)(=O)=O)s1	107&103	119&107	101&88	102&99	95&102	105	100&100	108&97	110&108
CCCCC/C(=C\c1ccccc1)C1OC(C)CC(C)(C)O1 (stereo not given)	105	110	106	102	104	103	98	106	102
CCOC(=O)c1c(N2CCN(C)CC2)[nH]c(=O)c(C=Nc2ccc(Cl)cc2)c1O	106	91	90	87	89	87	110	88	76
COc1ccc(/C(C)=C(\c2ccc(Cl)cc2)c2ccc(OCCN3CCCC3)cc2)cc1F	35	38	52	69	55	32	59	52	47
O=C(O)c1ccc2c3ccc(C(=O)O)c4c(C(=O)O)ccc(c5ccc(C(=O)O)c1c25)c43	101	42	101	92	88	103	107	114	84
COc1cc(C2Nc3c(c(C(C)(C)C)nn3-c3ccccc3)C(=O)CS2)cc(OC)c1OC (stereo not given)	109	106	106	104	106	100	107	102	97
O=C1/C(=C/c2ccc3c(c2)OCO3)C(=S)SN1Cc1ccco1	116	91	105	111	106	98	102	111	105
COc1cccc(-c2nn(C(C)(C)C)cc2-c2ccnc(NCCNS(=O)(=O)c3cccc4ccccc34)c2)c1	113	110	101	101	97	101	108	96	102
COc1ccc(/C=N/Nc2nc(-c3no[n+]([O-])c3C)cs2)cc1	113	98	96	95	94	100	106	98	93
Cc1c(S(=O)(=O)O)cc(Br)c(O)c1Br	98	109	98	98	98	107	110	103	95
O=c1[nH]c2cc(-c3ccc4ncnc(N5CCc6cc(F)c(Cl)cc65)c4c3)cnc2[nH]1	89	47	70	93	85	95	109	97	85
OCC(O)C(O)C(O)C(O)c1nc2ccccc2s1 (stereo not given)	112	98	108	111	110	·	108	118	115
O=[N+]([O-])c1ccc(Oc2nc(Nc3ccc(O[C@H]4CO[C@H]5[C@@H]4OC[C@@H]5O)c(Cl)c3)ncc2F)c(Cl)c1	31	-13*	16	19	26	34	9.6*	81	43
Cc1c(Cl)cccc1NC=O	114	113	106	96	100	108	116	103	108
O=C(NC1=Nc2ccccc2C(=O)NN1)c1ccccc1	103	92	99	93	97	97	108	103	95
O=S(=O)(Cc1ccccc1)NC1c2ccccc2Oc2ccccc21	101	83	103	95	105	87	107	96	113
NC(N)=N/N=C/c1cc(Br)ccc1O	98	106	104	78	106	87	108	104	113
COc1ccc(S(=O)(=O)NCCNc2nccc(-c3c(-c4ccc(O)cc4)nc4sccn34)n2)cc1	102	89	95	100	102	99	112	99	123
COc1ccc(/C=C/c2nc3ccccc3c(=O)n2-c2ccc(C#Cc3ccc(C(C)(C)C)cc3)cc2C)c(OC)c1	88	109	90	87	94	98	103	105	120
CC1=NCCc2ccccc21	96	100	102	96	87	98	109	100	·
CCO/C=N/C1=C(C#N)C(c2ccc(OC)cc2)c2sc3c(CC)cccc3c2O1 (stereo not given)	-29*	38	44	62	32	65	67	10	44
C=C(C)[C@@H]1CC[C@]2(C(N)=O)CC[C@]3(C)[C@H](CC[C@@H]4[C@@]5(C)C/C(=C/c6ccco6)C(=O)C(C)(C)[C@@H]5CC[C@]43C)[C@@H]12	105	101	96	96	98	96	102	97	101
CCCSc1nc(NC2CC2)c(C#N)c(-c2ccccc2)n1	116	109	101	108	101	96	112	88	107

The list goes on.
SMILES	OVCAR-3	IGROV1	SN12C	NCI-H226	NCI-H23	OVCAR-4	SK-OV-3	NCI/ADR-RES	OVCAR-5
Cc1ccccc1Cn1cc(CSc2nc3ccccc3o2)nn1	101	96	96	113	101	96	96	98	100
CCCCCCCCCCCCCCCCN=Cc1ccc(Cl)cc1Cl	110	103	107	104	103	·	108	104	97
CC1(C)CC(=O)C2=C(O)C(=O)C=CC2(O)O1 (stereo not given)	102	102	89	100	88	91	110	91	105
N#C/C(=C\c1ccc2ccccc2c1)C(=O)Nc1sc2c(c1C#N)CCC2	·	107	95	94	99	105	100	103	111
COc1ccc(-c2cc(NC(=O)Nc3ccc(C)cc3)no2)cc1	104	101	99	89	101	105	100	98	107
O=C(N/N=C\c1ccc(Cl)cc1Cl)c1ccc2nc(-c3ccc([N+](=O)[O-])cc3)[nH]c2c1	103	96	97	99	106	97	112	103	94
COc1ccc(-c2cc(-c3ccccc3)nc(SCCCC(=O)O)n2)cc1	101	103	109	107	97	94	98	103	119
COc1cccc(-c2oc3cc(OC)ccc3c(=O)c2O)c1	67	69	72	69	69	58	63	62	106
O=C(/C=C/c1ccc[nH]1)c1ccc(-n2ccc(C(F)(F)F)n2)c(F)c1	100	93	92	84	89	99	121	93	91
COc1cc(C2=NN(c3cc(Cl)cc(Cl)c3)C(c3sc(N(C)Cc4ccccc4)nc3Cl)C2)cc(OC)c1OC (stereo not given)	102	89	104	95	93	96	80	97	99
Cc1cccc2c1NC(=O)C2=O	101	100	96	103	99	101	94	109	108
C=CCOC(=O)C1=C(C)NC2=C(C(=O)CC(C)(C)C2)C1c1ccc(O)c(OC)c1 (stereo not given)	110	98	94	104	100	106	92	107	117
CC1=C(C)CS(=O)(=O)[C@@]2(C1)Cc1c(C)cccc1C2=O	103	100	104	105	96	119	103	103	106
CCOC(=O)CCCCN1C(=O)S/C(=C\c2ccc([N+](=O)[O-])cc2)C1=O	·	100	104	91	97	101	107	99	100
N=c1nc(N)nc2c3cc(Br)ccc3nnn12	91	59	89	70	72	90	83	88	60
O=C(CCC(=O)c1nc2ncccc2[nH]1)NN1C(=O)CSC1c1cccc([N+](=O)[O-])c1 (stereo not given)	111	86	106	94	96	107	99	99	113
CCN(CC)/C([O-])=c1\cccc\c1=C1\N=C(c2ccccc2)N=C1[n+]1ccc(-c2ccccc2)cc1	94	55	90	94	103	100	105	98	88
CN(C)c1ccc(/C=N/Nc2nc(Nc3ccccc3)nc(Nc3ccc(S(N)(=O)=O)cc3)n2)cc1	86	71	78	78	87	90	108	105	100
COc1ccc(Nc2nc(NCCNc3ccnc4cc(Cl)ccc34)nc(N3CCOCC3)n2)cc1	73	73	61	·	82	81	100	76	130
Nc1nc(-c2ccc(Cl)cc2)cc(-c2ccc(Nc3nc(Nc4ccccc4)nc(Nc4ccc(Cl)cc4)n3)cc2)n1	71	52	83	88	78	77	138	80	77
COc1cc(NC(=O)c2cncnc2Nc2ccc3c(ccn3Cc3ccccn3)c2)cc(OC)c1	9.6*	45	56	76	69	78	58	35	77
